hIAP block = human IAP inhibition; inhibition, % at 10 µM; P09923; purified IAP, CDP-Star luminescence, 30 min; AID 2544; 330,000 compounds, 0.12% hits;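 active = inhibition reaching a set limit with compound at 10 µM in the primary screen, cut at about 35% in these data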;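 also: plate controls were DMSO wells with enzyme for no effect and no-enzyme buffer wells for full effect; values of inactives mirror those of a sister screen read the other way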
APOBEC3G inh = inhibitors of human APOBEC3G DNA deaminase; Q9HC16; recombinant A3G, ssDNA deamination FAM/TAMRA fluorescence; inhibition, % at 20 µM; 330,000 compounds, 0.28% hits; AID 493012;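 active = inhibition of at least 40% at 20 µM, with no more than 30% in the related APOBEC3A deaminase screen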;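 also: plate controls were DMSO wells with A3G for no effect and wells lacking A3G enzyme for full effect; some compounds called inactive have numbers as strong as hits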
Target sequence (Q9HC16 whole entry, looked up): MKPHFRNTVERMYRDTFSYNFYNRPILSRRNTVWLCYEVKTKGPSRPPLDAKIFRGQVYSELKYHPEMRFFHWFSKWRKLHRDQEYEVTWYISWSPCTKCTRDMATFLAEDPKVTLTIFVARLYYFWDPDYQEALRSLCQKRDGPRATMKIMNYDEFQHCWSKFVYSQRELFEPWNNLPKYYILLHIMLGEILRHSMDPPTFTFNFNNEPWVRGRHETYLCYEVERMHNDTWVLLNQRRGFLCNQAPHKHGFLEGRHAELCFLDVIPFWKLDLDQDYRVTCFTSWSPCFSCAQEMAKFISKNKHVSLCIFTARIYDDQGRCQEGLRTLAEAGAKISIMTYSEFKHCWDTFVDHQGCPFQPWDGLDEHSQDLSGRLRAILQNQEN
SENP1 inh = blocks the human SENP1 SUMO protease catalytic domain; recombinant SENP1 catalytic domain, CyPet-SUMO1-YPet FRET cleavage; inhibition, % at 10 µM; 360,000 compounds, 0.21% hits; AID 624204;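 active = inhibition at least 30% at 10 µM, raw YFP signal under a set limit, fluorescence ratio 0.5 to 1.5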;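 also: 0% = enzyme with DMSO and 100% = no enzyme wells; some results filed as inactive read as strong as hits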
Target sequence (Q9P0U3 419-644 limits assumed): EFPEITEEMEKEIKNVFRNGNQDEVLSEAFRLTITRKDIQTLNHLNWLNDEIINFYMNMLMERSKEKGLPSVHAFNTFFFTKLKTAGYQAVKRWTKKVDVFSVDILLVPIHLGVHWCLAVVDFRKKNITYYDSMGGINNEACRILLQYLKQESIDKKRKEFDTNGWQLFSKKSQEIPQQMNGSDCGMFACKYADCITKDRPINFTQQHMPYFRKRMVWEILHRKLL
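Test system: hSENP1 catalytic domain, recombinant; Amount: 20 pM final SENP1 enzyme; Medium: Tris pH 8 buffer plus EDTA, NaCl, BME, BSA, NP40, catalase; Schedule: 50 min enzyme reaction, room temperature, light-protected; Technique: FRET fluorescence in CFP and YFP emission channels; Controls: no-enzyme wells low, DMSO-plus-enzyme wells high control.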
mIAP act = mouse IAP activation | 330,000 compounds, 0.24% hits | activation factor at 10 µM | muIAP, CDP-Star luminescence, 30 min; stronger effect = higher value; 1 = vehicle-only enzyme signal, 0 = enzyme-free wells;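 active = activation factor of at least 2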; also: the source names both 10 and 20 µM as test concentration; values of inactives mirror those of a sister screen read the other way
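Assay system: mouse IAP enzyme; Reagent: CDP-Star chemiluminescent phosphatase substrate; Compound: DMSO-dissolved test compounds; Incubation: 30 min, room temperature; Technique: luminescence from enzymatic CDP-Star hydrolysis; Controls: DMSO-only wells and no-enzyme negative control.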
MIN6 prolif = MIN6 beta-cell proliferation induction. MIN6 cells proliferation, ATPlite luminescence, 48 h; cells starved in 0.2% serum; 100% = growth in 10% serum. proliferation, % at 10 µM. 330,000 compounds, 0.29% hits. AID 2380;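 active = compounds whose signal lies at least 3.5 SD above the mean of all wells on their plate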;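 also: 0% = DMSO-treated cells in low-serum medium and 100% = 10% serum control; some compounds called inactive have numbers as strong as hits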
NLRP3 yeast inh = blocks the NALP3 inflammasome reconstituted in yeast; inhibition, % at 10 µM; 330,000 compounds, 0.39% hits; Yeast reconstituted NLRP3/ASC/caspase-1, beta-gal luminescence, 24 h;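 active = inhibition of 50% or more; inactive = inhibition below 50%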;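 also: plate controls were induced DMSO wells for no effect and uninduced yeast grown without galactose for full effect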
A3A deaminase = human APOBEC3A DNA deaminase inhibition; P31941; recombinant A3A, FAM/TAMRA ssDNA deamination fluorescence; inhibition, % at 20 µM; 330,000 compounds, 0.41% hits;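 active = at least 40% inhibition at 20 µM here, with at most 30% in a related deaminase screen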;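 also: plate controls were A3A with DMSO for no effect and wells lacking A3A enzyme for full effect; some results filed as inactive read as strong as hits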
Target sequence (P31941 whole entry, looked up): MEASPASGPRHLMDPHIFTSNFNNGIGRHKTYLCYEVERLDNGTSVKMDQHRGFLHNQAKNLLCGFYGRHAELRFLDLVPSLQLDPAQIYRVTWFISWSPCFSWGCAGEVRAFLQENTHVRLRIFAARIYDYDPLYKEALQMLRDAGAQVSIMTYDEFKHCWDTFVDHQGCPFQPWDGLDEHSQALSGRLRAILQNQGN
mIAP inh = mouse IAP inhibition | 330,000 compounds, 0.2% hits | purified mouse IAP, CDP-Star luminescence, 30 min | inhibition, % at 10 µM;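 active = inhibition of at least 40% at 10 µM in the primary screen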;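 also: plate controls were DMSO with enzyme for no effect and no enzyme wells for full effect; values of inactives mirror those of a sister screen read the other way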
hIAP activ = human IAP activation; P09923; purified human IAP, CDP-Star luminescence, 30 min; stronger effect = higher value; 1 = vehicle-only enzyme, 0 = enzyme-free background; activation factor at 10 µM; 330,000 compounds, 0.16% hits; AID 2524;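 active = activation factor of the enzyme at least 2-fold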; also: the source names both 10 and 20 µM as test concentration; values of inactives mirror those of a sister screen read the other way
Numbers without * were called inactive; · = no result given. The list is partial; rates above refer to the full screens.

SMILES	hIAP block	APOBEC3G inh	SENP1 inh	mIAP act	MIN6 prolif	NLRP3 yeast inh	A3A deaminase	mIAP inh	hIAP activ
COc1cc(/C=C(/C#N)c2ccccc2F)ccc1OCc1ccccc1	7.6	-0.4	2.1	0.882	-3.0	7.4	5.5	11.8	0.924
Cc1ccc(Cl)cc1N1CCN(C(=O)c2cn(C)c(=O)c3c2c2ccccc2n3C)CC1	2.6	-4.8	-5.0	0.975	-6.2	11.1	0.3	2.5	0.974
CC1(c2ccc3ccccc3c2)NC(=O)N(CC(=O)N2CCN(Cc3ccccc3)CC2)C1=O (configuration not stated)	-10.1	0.3	0.1	0.979	-7.1	20.1	4.5	2.1	1.1
Cc1cc(C)c(C#N)c(N2CCN(c3ccc(F)cc3)CC2)n1	-31.8	-3.9	-2.2	0.971	0.9	-8.5	-3.4	2.9	1.32
Cc1ccc(NC(=O)CN(C)C(=O)c2ccccc2Sc2ccccc2C#N)cc1	-21.4	-8.3	-0.2	1.02	0.9	19.0	-4.6	-2.3	1.21
CCCCNc1ccc(C(CC(N)=O)NC(=O)Cc2ccc(Br)cc2)cc1[N+](=O)[O-] (configuration not stated)	20.1	-9.2	26.8	0.887	-6.6	13.7	-1.9	11.3	0.799
COc1ccc([C@H]2C=C(C(=O)O)O[C@@H](OCCCCO)C2)cc1	-19.7	-8.9	-2.2	0.992	-1.9	10.7	-2.7	0.8	1.2
O=C(CSc1nc2ccncc2[nH]1)Nc1ccccc1C(F)(F)F	14.1	-5.9	2.6	0.94	-2.6	5.1	1.2	6.0	0.859
Cc1cccc(C(=O)Nc2onc(C)c2C#N)c1	14.2	-10.9	-0.8	0.979	-0.8	-13.0	-0.2	2.1	0.858
C[C@H]1CN([C@@H](C)CO)C(=O)Cc2cc(NC(=O)CCC(F)(F)F)ccc2O[C@H]1CN(C)S(=O)(=O)c1ccc(F)cc1	4.3	-2.4	-1.3	1.07	-2.1	0.0	0.7	-6.7	0.957
Cn1c(=O)n(C)c2cc(NC(=O)C(F)(F)F)ccc21	17.7	-5.0	-15.5	0.987	-1.3	0.8	-3.1	1.3	0.823
Cc1ccc(S(=O)(=O)N(CC(=O)N/N=C/c2cccc(Cl)c2)c2cccc3cccnc23)cc1	25.1	-5.2	-0.7	1.09	-4.4	3.6	-5.9	-9.0	0.749
COc1ccc(Cn2c(CCC(=O)NCCC(C)C)nc3ncccc3c2=O)cc1	4.0	-7.3	-3.8	0.983	-1.0	1.3	-3.4	1.7	0.96
O=C(C1CC(=O)N(C2CCCCC2)C1)N1CCN(c2ccccc2)CC1 (configuration not stated)	-24.8	-5.7	1.4	0.96	-5.4	8.0	-4.8	4.0	1.25
CN(C(=O)CSc1nc2c(c(=O)[nH]1)CCC2)c1ccccc1	5.2	4.6	1.0	0.892	-0.4	1.5	-2.9	10.8	0.948
COc1ccc(NC(=O)Cc2nc3ccccc3[nH]2)cc1	-34.1	-2.7	-25.8	0.973	-4.3	22.0	-3.4	2.7	1.34
CC(C)[C@H](NC(=O)NCCc1ccccc1)C(=O)O	3.3	-5.3	-0.9	1	-1.9	-0.3	-4.9	-0.3	0.967
Cc1ccc(NC(=O)NNC(=O)c2cc3ccccc3cc2O)cc1	-111.9	-1.5	11.4	0.96	-1.3	12.5	-1.4	4.0	2.12*
CCc1nc2ccccc2c(C(=O)O)c1C	7.7	0.4	1.7	1.03	1.2	12.5	0.4	-3.1	0.923
C=CCOc1ccccc1CNCCCN1CCOCC1	0.1	4.7	-0.6	0.995	-2.7	2.6	-1.8	0.5	0.999
Cc1ccc(-c2nc(CS(=O)CC(=O)NCc3ccccn3)c(C)o2)cc1 (configuration not stated)	-6.1	4.3	-2.6	0.892	-2.9	-11.8	5.1	10.8	1.06
CCCOC(=O)c1ccc(Nc2cc(C)nc3ncnn23)cc1	-2.8	0.9	0.8	0.934	-2.1	21.6	3.2	6.6	1.03
COc1ccc(CC(=O)NNC(=O)c2cccs2)cc1	-15.2	-2.0	0.0	0.954	-1.5	8.5	2.0	4.6	1.15
S=c1[nH]nc(-c2cccc3ccccc23)n1-c1cccnc1	-7.6	29.7	3.1	0.963	-1.6	9.1	-2.7	3.7	1.08
COC(=O)c1ccc(CSc2nc3cc(Cl)ccc3s2)o1	-0.4	-0.1	2.6	0.99	0.6	18.4	-2.4	1.0	1
CN(C)C/C=C/C(=O)Nc1cccc(-c2c[nH]c3ncnc(Oc4ccc(NC(=O)CC(=O)Nc5ccc(F)cc5)cc4F)c23)c1	-6.6	-8.0	-0.9	0.928	-3.2	21.3	-2.0	7.2	1.07
COc1cc(S(=O)(=O)NCCCN2CCOCC2)ccc1Cl	-3.4	9.7	2.2	1.07	-1.0	10.5	1.0	-6.7	1.03
Cc1c(C(=O)NCc2ccccn2)oc2ccccc12	-5.8	-1.8	-1.0	1.01	-2.2	17.0	-2.1	-1.3	1.06
CC1CCC(NC(=O)CN(C)S(=O)(=O)c2ccc3c(c2)c(=O)n(C)c(=O)n3C)CC1 (configuration not stated)	-2.3	-5.3	0.4	0.95	-3.0	-1.2	-3.1	5.0	1.02
Cc1ccc(-n2c(C)nnc2SCC(=O)NC2CC2)cc1	-12.6	-8.4	0.1	1.09	-0.5	1.6	-1.7	-9.2	1.13
Cc1cc(NC(=O)c2cccc(S(=O)(=O)N3CCCCCC3)c2)n(-c2ccccn2)n1	-18.3	-6.4	3.7	0.99	0.4	7.4	-3.1	1.0	1.18
Cc1noc(C)c1S(=O)(=O)N(C)C[C@H]1Oc2ccc(NC(=O)C3CC3)cc2C(=O)N([C@H](C)CO)C[C@@H]1C	21.0	-1.4	2.2	1.03	-1.6	14.5	-2.4	-3.3	0.79
CCCCC1OC23CCCCC2C(C#N)(C#N)C1(C#N)C(=N)O3 (configuration not stated)	-34.9	2.1	-26.3	1.13	0.0	8.7	1.5	-13.4	1.35
Cc1ccc(O)c(/C=N/NC(=O)CN2CCCC2)c1	-85.9	-0.9	-21.6	1.12	-4.5	19.8	0.4	-12.5	1.86
CC(C)CN(C(=O)c1ccc(N2CCCC2=O)cc1)c1c(N)n(Cc2ccccc2)c(=O)[nH]c1=O	-0.6	-7.1	-7.8	1.05	4.9	-6.8	2.1	-5.1	1.01
COC(=O)C1=C[C@@H](C(=O)OC)[C@@H]2C3=C(C(=O)[C@@]2(C)NC(=O)c2ccccc2)[C@H](c2ccccc2)n2c(=O)n(-c4ccccc4)c(=O)n2[C@@H]3C1	14.5	-5.3	·	1.07	-0.5	28.4	-1.8	-6.6	0.855
CNC(=S)N/N=C(\C)c1ccc(C)c(C)c1	-10.1	0.0	1.0	0.984	0.0	11.3	-0.3	1.6	1.1
O=C(Nc1ccc(F)cc1)N1CCn2c(nc3ccccc32)C1	11.0	-2.7	2.7	0.952	2.4	5.1	0.6	4.8	0.89
COc1ccc(CCNC(=O)c2cc3c(=O)n(C)c4ccccc4c3n2C)c(OC)c1	-6.6	-0.2	3.8	1.15	-0.1	1.6	-1.7	-15.3	1.07
O=C(NC1CCS(=O)(=O)C1)C1CCCCN1S(=O)(=O)c1ccc(Cl)cc1 (configuration not stated)	10.5	-0.2	-2.3	0.945	-0.7	7.8	1.4	5.5	0.895
CCCCN(C(=O)C1CCN(C(=O)c2ccccc2C)CC1)c1c(N)n(CCCC)c(=O)[nH]c1=O	-4.4	0.9	-0.7	0.986	-2.5	0.1	1.6	1.4	1.04
CCOC(=O)C1=C(C)NC(C)=C(C(=O)OCC)C1/C=C/c1ccccc1OC	1.0	-6.5	-20.8	1.02	0.0	7.2	-1.6	-2.2	0.99
CS(=O)(=O)N1CCc2ccc(NC(=O)C3CCCO3)cc2C1 (configuration not stated)	7.4	-4.7	0.8	1.03	0.3	9.1	-0.1	-2.8	0.926
C#CCOCCOCCOCCNc1nc(N2CCN(C(=O)CCCCCCCCCCNC(=O)[C@H](CO)n3cc(CCCCCN)nn3)CC2)nc(N2CCN(C(=O)CCCCCCCCCCNC(=O)[C@H](CCCN=C(N)N)n3cc(C[C@@H](C)CC)nn3)CC2)n1	1.5	0.8	·	1.52	-4.8	15.5	-24.5	-51.7	0.985
COc1ccc(S(=O)(=O)N(C)C[C@@H]2Oc3c(NS(=O)(=O)c4cn(C)cn4)cccc3C(=O)N([C@@H](C)CO)C[C@@H]2C)cc1	0.1	-8.9	0.9	0.979	0.6	4.0	-1.9	2.1	0.999
O=C(c1ccccc1Br)N1CCN(Cc2ccc3c(c2)OCO3)CC1	15.9	-4.2	1.1	0.906	-2.3	7.1	-4.9	9.4	0.841
COc1cccc(SCc2noc(C(=O)NCC3CCCO3)c2C(=O)O)c1 (configuration not stated)	3.3	-8.2	-0.4	1.07	2.3	11.4	-3.9	-7.3	0.967
Cc1cc(N2C(=O)CC(C(C)c3ccccc3)C2=O)no1 (configuration not stated)	-27.6	-5.5	2.9	0.972	-0.8	14.3	-3.1	2.8	1.28
CN(CCOc1ccccc1)CC(=O)Nc1ccc(Cl)c(S(=O)(=O)N(C)C)c1	-7.0	-6.1	3.7	1.06	-3.3	6.2	-2.3	-6.5	1.07
CCCNC(=O)Cn1nc(C)n2c(cc3cc(F)ccc32)c1=O	-4.3	-1.7	-6.4	1.1	-0.5	17.0	0.7	-10.4	1.04
Cc1ccc(C(=O)C[n+]2cccc3ccccc32)cc1	6.2	-0.9	30.2*	1.02	0.1	12.9	-2.0	-1.8	0.938

Bioassay records: PubChem, Sanford-Burnham Center for Chemical Genomics
